# Assay outcomes as filed in PubChem.
# beta cell repl = MIN6 beta-cell proliferation induction | MIN6 cells proliferation, ATPlite luminescence, 48 h; cells starved in 0.2% serum; 100% = growth in 10% serum | proliferation, % at 10 µM | hit rate 0.29% among 330,000 | AID 2380;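 active means compounds whose signal lies at least 3.5 SD above the mean of all wells on their plate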;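 further: 0% = DMSO-treated cells in low-serum medium and 100% = 10% serum control; some compounds called inactive have numbers as strong as hits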
# APJ antagonist = blocks the human apelin receptor APJ | inhibition, % at 20 µM | CHO-K1 APJ beta-arrestin complementation, luminescence | P35414 | hit rate 0.32% among 330,000;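 active means inhibition above about 40% at 20 µM, limit read from the data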;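 further: cells challenged with 10 nM apelin-13 agonist together with compound; plate controls were apelin-13 plus DMSO wells for no effect and DMSO wells lacking apelin-13 for full effect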
# Target sequence (P35414 whole entry, looked up): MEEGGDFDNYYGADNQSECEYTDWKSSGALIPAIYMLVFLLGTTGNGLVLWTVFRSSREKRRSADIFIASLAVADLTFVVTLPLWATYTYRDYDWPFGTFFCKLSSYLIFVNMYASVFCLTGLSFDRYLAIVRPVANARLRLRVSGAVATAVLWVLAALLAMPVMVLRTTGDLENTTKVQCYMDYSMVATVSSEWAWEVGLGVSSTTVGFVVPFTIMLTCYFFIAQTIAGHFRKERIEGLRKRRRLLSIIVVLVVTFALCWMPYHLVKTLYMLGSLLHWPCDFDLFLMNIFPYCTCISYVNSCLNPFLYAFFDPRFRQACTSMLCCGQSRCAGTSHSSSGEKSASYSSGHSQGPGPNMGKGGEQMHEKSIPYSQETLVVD
# tim23-1 inh = growth inhibitors of tim23-1 mutant yeast; S. cerevisiae tim23-1 growth, BacTiter-Glo luminescence, 24 h; inhibition, % at 20 µM; hit rate 1.3% among 330,000;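 active means growth inhibition of the mutant yeast at or above 50%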;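 further: temperature-sensitive mutant grown at 25 °C; plate controls were DMSO-treated mutant yeast for no effect and medium wells lacking yeast for full effect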
# tim10-1 inh = tim10-1 yeast growth inhibition | hit rate 2.2% among 330,000 | S. cerevisiae tim10-1 ts strain growth, BacTiter-Glo, 24 h | inhibition, % at 20 µM | AID 463190;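 active means inhibition of at least 40%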;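 further: mutant grown at 25 °C; 0% = DMSO wells with yeast and 100% = wells holding no yeast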
# NLRP3 yeast inh = NALP3 inhibition in yeast | Yeast reconstituted NLRP3/ASC/caspase-1, beta-gal luminescence, 24 h | inhibition, % at 10 µM | hit rate 0.39% among 330,000 | AID 2825;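 active means inhibition of 50% or more; inactive means inhibition below 50%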;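 further: plate controls were induced DMSO wells for no effect and uninduced yeast grown without galactose for full effect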
# TIM10 inh = growth inhibitors of TIM10 yeast strain | S. cerevisiae TIM10 strain growth, BacTiter-Glo luminescence, 24 h | inhibition, % at 10 µM | hit rate 1.4% among 330,000;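 active means inhibition of 40% or more at the single tested concentration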;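 further: wild-type TIM10 isogenic control strain grown at permissive 25 °C; 0% = DMSO yeast wells and 100% = minimal medium wells without yeast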
# GRIN3A LBD mod = modulates the human NR3A ligand-binding domain; Tm shift relative to glycine control, % at 25 µM; hit rate 2.5% among 340,000; AID 1259313; NR3A LBD differential scanning fluorimetry, Tm shift; 0% = protein alone, 100% = glycine-bound protein;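 active means melting temperature shift of at least 10% of the positive control shift, at one fixed dose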
# MPTP inh = blocks calcium-induced mitochondrial swelling. inhibition, % at 10 µM. hit rate 1.4% among 360,000. AID 602449. isolated mouse mitochondria, Ca2+ swelling absorbance, 30 min;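 active means inhibition of 50% or more, scaled per plate between neutral and stimulator controls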;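 further: 0% = DMSO wells given calcium and 100% = 1 mM EGTA wells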
# APJ ag = activates the human apelin receptor APJ; P35414; CHO-K1 APJ PathHunter beta-arrestin, luminescence; 0% DMSO wells, 100% apelin; activation, % at 20 µM; hit rate 0.11% among 330,000;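 active means activation more than six SD over the plate average, tested at 20 µM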;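 further: 0% = DMSO alone and 100% = apelin-13 at 10 nM; some results filed as inactive read as strong as hits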
#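 system = engineered CHO-K1 APJ arrestin reporter cells | input = 1000 cells per well | timing = overnight seeding, 90 min compound at 25 °C, 1 h detection | measured by = enzyme-fragment complementation luminescence | read-out = beta-arrestin recruitment to APJ as agonist activity, luminescent signal | control set = negative DMSO alone, positive Apelin-13 at 10 nM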
# Numbers without * were called inactive; . = no result given.
SMILES,beta cell repl,APJ antagonist,tim23-1 inh,tim10-1 inh,NLRP3 yeast inh,TIM10 inh,GRIN3A LBD mod,MPTP inh,APJ ag
Cn1c(CNC(=O)C2CCC(=O)N(CCc3cccc(F)c3)C2)nc2ccccc21 (centres undefined),5,-8,8,12,-23,2,2,-1.9,-2
CN(CC(=O)NC(=O)NC1CCCCC1)CC(=O)Nc1ccc(Cl)cc1,0,1,26,11,-8,7,0,-0.7,1
CCCCOc1ccc(-c2nnn(CC(=O)NCCc3c[nH]c4ccccc34)n2)cc1,-3,2,6,26,4,8,17*,3.7,0
Cc1cccc(-n2nnc(C(=O)NCc3ccccc3)c2N)c1,5,8,11,10,23,4,-1,1.4,-3
COc1ccc(CCNC(=O)C(=O)NCC2OCCN2S(=O)(=O)c2cc(F)ccc2F)cc1 (centres undefined),1,1,9,3,2,1,-3,-1.3,-2
O=C(O)c1ccc2ccc3ccccc3c2c1,-2,-12,24,-6,13,-10,2,2.8,3
N#Cc1nc(-c2ccc(F)cc2)oc1N1CCN(C(=O)c2ccco2)CC1,-1,22,18,3,17,-4,-2,-0.4,14
O=C(CNS(=O)(=O)c1cccc2nsnc12)NC1CCCCC1,-2,-6,22,16,-6,8,0,-1.9,1
Cc1cc2c(c(=O)n1CCN(C)C)C(c1ccc(Br)cc1)C(C#N)=C(N)O2 (centres undefined),1,22,11,-9,3,3,0,0.4,-2
O=C(NCc1ccc(Cl)cc1)c1ncn[nH]1,-2,-15,11,14,-5,-19,0,-2.1,-1
O=C(CC1C(=O)NCCN1Cc1ccc(F)c(F)c1)NCCn1cccn1 (centres undefined),3,5,11,3,22,1,1,-0.2,-1
O=C(c1ccco1)N1CCN(C(=O)c2cccc3c2C(=O)N(Cc2cccnc2)C3)CC1,-1,8,10,9,9,3,1,-0.7,0
O=C1c2ccccc2C(=O)N1CCCc1c[nH]c2ccc(Cl)cc12,-3,16,24,-22,13,10,8,3.9,1
O=C(CCN1CCc2ccccc21)c1ccc2c(c1)OCCO2,-3,-1,-2,-18,16,-8,0,1.1,-1
CC(=O)N1CCN(S(=O)(=O)c2cccc(C(=O)OCN3C(=O)c4ccccc4C3=O)c2)CC1,1,20,13,23,18,-5,2,-1.7,3
CC1CCCCC1NC(=O)c1cc(=O)[nH]c2ccccc12 (centres undefined),-3,7,14,1,0,-4,1,-0.2,-3
Cc1ccc(C(=O)NC2CCS(=O)(=O)C2)cc1S(=O)(=O)N1CCCC1 (centres undefined),0,-8,10,9,-6,7,0,-0.2,3
Cc1ccc(O)c(NC(=O)c2cc3nc4c(c(C(F)(F)F)n3n2)CCc2ccccc2-4)c1,-5,3,-5,-10,-3,-2,1,-3.3,-1
CCOC(=O)C1CCCc2c1[nH]c1ccc(Cl)cc21 (centres undefined),-4,-4,34,43*,26,20,-9,-0.6,-1
COc1ccc(CNC(=O)c2cccs2)cc1,0,-13,1,-3,1,-2,0,6.0,-2
COc1ccccc1NC(=O)c1cc2c(cc1Cl)N1CCCCCC1=NS2(=O)=O,2,2,7,6,2,-3,-2,-1.2,-5
NC(=O)CCSC(=S)N1CCOCC1,5,-27,6,0,-1,-8,-1,0.0,2
Cc1ccccc1CN(C)CC(=O)Nc1ccccc1Oc1ccccc1,0,5,2,-1,0,-12,14*,-0.1,-2
COc1ccc(CNC(=O)C(NC(C)=O)C(=O)Nc2ccc(OC)cc2)cc1 (centres undefined),-3,8,17,1,-7,0,0,1.2,-2
Cc1nc2cc(-c3ccc(Br)cc3)[nH]n2c(=O)c1Cl,-3,11,5,1,4,-6,-5,2.0,0
COc1ccc(CNC(=O)CN(Cc2ccc(OC)cc2)C(=O)CCC(=O)Nc2ccccn2)cc1,3,16,19,13,4,0,-2,-1.0,2
COc1ccc(OC)c(-n2cnc3cc(C(=O)NCCCN4CCOCC4)ccc32)c1,-3,5,14,1,5,-7,0,-0.9,6
COC(=O)c1cc(Nc2cc(C)nc3ncnn23)cc(C(=O)OC)c1,1,-29,18,22,15,5,-1,-0.3,-4
S=C(NCCCc1ccccc1)Nc1ccc(Cl)cc1,0,-16,47,55*,27,47*,22*,97*,1
CN(C)S(=O)(=O)c1cccc(C(=O)Nc2ccccc2)c1,2,7,4,-14,14,7,-2,-1.6,-4
CC1(C)CC2CC(C)(CN2C(=O)COC(=O)c2ccc(NC(=O)CC#N)cc2)C1 (centres undefined),2,1,17,9,5,7,1,-0.4,-3
Cc1cc(C)c(NC(=O)C2CSCCS2)c(C)c1 (centres undefined),-2,6,16,9,1,3,0,-0.2,5
O=c1c2ccccc2c(C=NC2CCN(Cc3ccccc3)CC2)c(O)n1Cc1ccc2c(c1)OCO2,-6,21,11,20,3,23,.,.,-2
CCC(C)c1ccc(OCC(=O)Nc2ccc(Cl)cn2)cc1 (centres undefined),0,0,12,3,10,-5,-1,4.3,-5
CCCN1C(=O)/C(=C/c2c(NCCCOC(C)C)nc3c(C)cccn3c2=O)SC1=S,-4,30,-11,10,9,0,-1,4.4,-6
CCOc1ccc(C(=O)Nc2ccc(CN3CCOCC3)cc2)cc1Cl,-1,0,11,-38,21,-34,-9,-1.0,0
CCN(CC)S(=O)(=O)c1ccc(/C=C/C(=O)N(c2ccccn2)C2CCCCC2)cc1,-1,-5,8,33,2,16,-1,0.6,-2
Cc1cc(O)c(C(C)C)cc1N=Cc1cc([N+](=O)[O-])ccc1O,-6,-27,15,13,13,23,-1,1.3,0
Cc1ccc(-c2nn(-c3ccccc3)cc2C(=O)Nc2ccc(C(=O)O)cc2)cc1,-2,3,14,19,17,12,-8,1.0,-2
CCOc1ccccc1NC(=O)C1=C(C)NC(=O)NC1c1cccc(OC)c1OC (centres undefined),1,5,11,18,9,14,-10,-1.4,-2

# Taken from above, two compounds:
SMILES,beta cell repl,APJ antagonist,tim23-1 inh,tim10-1 inh,NLRP3 yeast inh,TIM10 inh,GRIN3A LBD mod,MPTP inh,APJ ag
CCC(C)c1ccc(OCC(=O)Nc2ccc(Cl)cn2)cc1 (centres undefined),0,0,12,3,10,-5,-1,4.3,-5
CCCN1C(=O)/C(=C/c2c(NCCCOC(C)C)nc3c(C)cccn3c2=O)SC1=S,-4,30,-11,10,9,0,-1,4.4,-6

# (listing goes on)
SMILES,beta cell repl,APJ antagonist,tim23-1 inh,tim10-1 inh,NLRP3 yeast inh,TIM10 inh,GRIN3A LBD mod,MPTP inh,APJ ag
Cc1ccc2cc(C)c(SCC#N)nc2c1,4,0,0,14,-17,11,4,0.9,-6
CC1CCC2(CC1)NC(=O)N(CC(=O)c1ccc[nH]1)C2=O (centres undefined),0,7,5,-4,9,-10,3,-2.8,0
CCOC(=O)c1cc2c(ccn2C)n1Cc1cc(C)ccc1C,-3,12,7,17,-1,-1,1,0.3,-3
N#Cc1c(C(F)(F)F)cc(-c2ccc(Cl)c(Cl)c2)nc1SCCN1CCOCC1,-2,22,23,27,-5,-1,-2,2.0,-7
O=C(CC1C(=O)NCCN1CC1CCCCC1)NCc1cc(F)ccc1F (centres undefined),-3,-2,25,32,1,2,-5,-0.3,-2
CCc1cccc2c(C(=O)CN3C(=O)NC4(CCCCCC4)C3=O)c[nH]c12,-8,12,7,1,21,4,-4,-1.5,-3
COC(=O)c1ccccc1Sc1snnc1C,-2,-4,18,21,-13,-9,-1,-1.2,-1
COc1cccc(/C=C2\Oc3cc(OCC(=O)N4CCCC4)ccc3C2=O)c1OC,-4,-3,24,16,16,15,-2,2.3,1
C=CCc1cccc(/C=N/NC(=O)C[n+]2ccccc2)c1O,-5,-8,32,-7,27,12,2,2.2,-5
CCC(=O)c1cn(CC(=O)Nc2ccc(OC)cc2)c2ccccc12,-2,12,-2,-9,14,8,-2,3.0,1
CCOC(=O)c1c(C)nc(-c2ccccc2)nc1N,-1,-13,13,16,28,-6,0,-0.1,-3
Cc1csc(Nc2nc(N)c(C(=O)Nc3ccccc3)o2)n1,-3,11,47,-17,9,43*,5,-1.1,1
COc1ccc(N2CCN(c3oc(-c4ccc(OC)c(OC)c4)nc3C#N)CC2)cc1,0,11,9,0,14,4,4,-0.1,-1
O=C(Nc1ccccc1C(=O)NCCCn1ccnc1)c1ccccc1,4,-9,15,6,10,-1,0,-1.2,-2
CC1CCN(CCCNS(=O)(=O)c2ccc3c(c2)CCN3C(=O)C2CC2)CC1,-4,-21,4,-6,8,8,1,-0.7,7
Cc1ccc(/C=N/Nc2nnc(Cl)c3ccccc23)cc1,-5,-10,2,22,11,23,-3,2.5,-3
COc1ccccc1CNC(=O)c1cc2ccccc2o1,2,2,22,-8,33,7,-5,1.0,-2
CCCCn1c(N)c(N(CCOC)C(=O)C2CCN(S(=O)(=O)c3ccc(C)c(C)c3)CC2)c(=O)[nH]c1=O,4,10,4,-4,4,0,1,-0.2,-2
COc1nc(-c2ccccc2)ccc1-c1noc(-c2cccnc2)n1,-1,-20,2,17,29,5,-3,-1.9,-3
COc1ccc2sc(-c3ccccc3OC)c(C#Cc3cncn3C)c2c1,-5,19,34,18,13,12,-14,2.2,-1
COC(=O)c1ccccc1NC(=S)NC(=O)c1ccc2ccccc2c1,-1,12,27,21,0,11,-2,-0.3,1
COc1ccccc1C(=O)NCCC(=O)N(Cc1ccco1)Cc1cccs1,5,-7,13,16,7,2,-5,0.0,-6
O=C1CCC(=O)O1,-2,-13,-2,-16,2,7,-1,0.2,-1
CCN(C(=O)COC(=O)c1cccs1)c1c(N)n(Cc2ccccc2)c(=O)[nH]c1=O,6,10,-12,-12,5,1,2,-0.9,-6
COc1cc(/C=C2\NC(=O)NC2=O)cc(Br)c1OC,2,7,9,10,9,-16,4,-0.1,-5
CCOC(=O)CSc1nc(COc2ccccc2)nc2ccccc12,-4,23,17,9,36,-26,-3,-1.3,0
CSC1=N/C(=C\c2ccc(F)cc2)C(=O)S1,1,20,39,15,1,8,4,1.7,-5
CCc1noc(C)c1C(=O)Nc1cc(S(=O)(=O)N2CCOCC2)ccc1OC(C)C,-5,-4,23,18,20,3,3,0.2,1
COc1ccccc1CNc1ccc(N2CCCCC2)cc1,-5,1,13,16,34,54*,-4,-6.3,0
CCOc1cc(NC(=O)c2ccco2)c(OCC)cc1NC(=O)Cc1ccc(OC)c(OC)c1,3,0,-5,20,12,-9,-3,4.4,0
O=C(Cn1c(=O)n(CC(=O)N2CCCCC2)c(=O)c2sccc21)NCc1ccccc1,-2,21,0,3,-2,-9,-2,-2.2,2
COc1ccccc1C1Nc2ccccc2NC2=C1C(=O)CC(C)(C)C2 (centres undefined),-3,13,6,0,9,5,-4,0.0,-2
CC(C)NC(=O)CSc1nnc(-c2ccc(S(=O)(=O)N3CCCC3)cc2)n1CC1CCCO1 (centres undefined),-1,10,-3,5,11,16,1,-1.0,-2
Cc1nn(-c2ccccc2)c(N2CCCC2)c1/C=N/n1cnc2scc(-c3ccccc3)c2c1=O,-2,6,1,14,-4,12,-2,-0.8,-2
CC(C)(C)c1ccc(C2=CSC3=NCCN23)cc1,-1,13,6,13,21,-6,0,4.3,-1
O=C(Nc1cccc(NC(=O)c2cccs2)c1)c1ccc2c(c1)OCCO2,2,9,6,-13,26,10,6,2.2,-3
C/C(CCC1CC(C)OC1=O)=N/Nc1nc(-c2ccccc2)cs1 (centres undefined),-1,-30,15,22,10,-1,-13,-0.3,2
